Screening results from PubChem BioAssay.
HEK293 tox = HEK 293 cell cytotoxicity; HEK 293 viability, ATP luminescence (CellTiter-Glo), 48-72 h; Potency, µM (highest dose often 115 µM), for the others: at the highest dose activity change, negative = cytotoxicity, usual class: inhibitors; hit rate 6.6% among 94,000; also: potency is read from the fitted curve at half-maximal effect; nearly all actives have a fitted effect of over 60% in size
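Cells seeded first (HEK 293, 250 cells/well), then compound added by pintool. Incubation ran 48 or 72 hr at 37 degree Celsius. CellTiter-Glo was added and luminescence imaged after 10 min at room temperature.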
Luciferase inh = inhibitors of firefly (Photinus pyralis) luciferase; P08659; purified P. pyralis luciferase, luminescence, biochemical; Potency, µM (top dose mostly 115 µM), for inactives: at the highest dose activity change, negative = inhibition, hits mostly inhibitors; hit rate 2.5% among 76,000; AID 1347043; also: potency is read from the fitted curve at half-maximal effect; nearly all actives have a fitted effect of over 65% in size
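Inhibitors were tested against purified firefly luciferase in a biochemical, low-substrate format (both substrates at 10uM) and luminescence measured with a CCD imager.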
SNCA expr inhib = inhibitors of alpha-synuclein (SNCA) gene expression; HEK-293 SNCA-luciferase knock-in, luminescence, 24 h; hit rate 0.17% among 140,000; Potency, µM (series often up to 57.2 µM), inactives show top-dose activity change, negative = inhibition, usual class: inhibitors; AID 1671194;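 also: potency is read from the fitted curve at half-maximal effect; plate controls were DMSO cells for no effect and cell-free wells for full effect; nearly all actives have a fitted effect of over 45% in size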
HEK293 viab = counter-screen for SNCA expression inhibitors: cell viability. hit rate 0.12% among 150,000. HEK-293-SNCA-luc viability, GF-AFC fluorescence, 24 h. AID 1671193. Potency, µM (top dose mostly 57.1 µM), for the others: at the highest dose activity change, negative = cytotoxicity, usual class: cytotoxic;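 also: potency is read from the fitted curve at half-maximal effect; 0% = DMSO-treated cells and -100% = medium-only wells without cells; nearly all actives have a fitted effect of over 30% in size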
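Cytotoxicity counterscreen: after 24 h compound treatment of genome-edited SNCA-luciferase HEK-293 cells, live-cell protease substrate GF-AFC read by fluorescence after 30 min; activity scaled between DMSO (0%) and medium-only (-100%), curves Hill-fitted.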
GPT2 inh = GPT2 alanine aminotransferase inhibition; Potency, µM (top dose mostly 57.7 µM), for inactives: top-dose activity change, negative = inhibition, hits mostly inhibitors; Q8TD30; AID 1671188; Recombinant GPT2, coupled pyruvate oxidase/HRP Amplex Red fluorescence; hit rate 0.25% among 100,000; also: potency is read from the fitted curve at half-maximal effect; nearly all actives have a fitted effect of over 60% in size; many of its hits are not listed in these tables
Target sequence (Q8TD30 whole entry, looked up): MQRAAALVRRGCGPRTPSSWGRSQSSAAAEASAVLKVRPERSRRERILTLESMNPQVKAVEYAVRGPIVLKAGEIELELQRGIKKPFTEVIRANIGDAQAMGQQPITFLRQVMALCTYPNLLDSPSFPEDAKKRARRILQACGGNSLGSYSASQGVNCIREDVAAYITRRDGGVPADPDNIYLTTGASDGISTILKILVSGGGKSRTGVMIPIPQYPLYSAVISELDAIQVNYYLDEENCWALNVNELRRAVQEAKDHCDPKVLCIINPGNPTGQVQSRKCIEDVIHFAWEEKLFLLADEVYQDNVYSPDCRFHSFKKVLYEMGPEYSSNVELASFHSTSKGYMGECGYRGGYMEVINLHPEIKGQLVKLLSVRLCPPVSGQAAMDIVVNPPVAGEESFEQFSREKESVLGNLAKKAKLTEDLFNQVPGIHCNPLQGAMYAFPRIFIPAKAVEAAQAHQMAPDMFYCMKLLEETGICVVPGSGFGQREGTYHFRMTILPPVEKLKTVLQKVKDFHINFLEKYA
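Inhibition is scored from Amplex Red fluorescence generated when pyruvate oxidase and HRP act on pyruvate released by GPT2. Reactions contain 10ng/uL enzyme, 250uM a-KG and 2mM L-alanine and run 30 min at room temperature.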
3T3 cytotox = NIH 3T3 cell cytotoxicity; hit rate 4.3% among 94,000; NIH 3T3 viability, CellTiter-Glo ATP luminescence, 48-72 h; Potency, µM (top dose mostly 96.7 µM), without a hit: at the highest dose activity change, negative = cytotoxicity, hits mostly inhibitors; AID 1345082; also: potency is read from the fitted curve at half-maximal effect; nearly all actives have a fitted effect of over 55% in size
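Cytotoxicity was measured by CellTiter-Glo ATP luminescence after 48 or 72 h compound exposure at 37 °C. Mouse NIH 3T3 fibroblasts were seeded at 400 cells/well and dosed by 23 nL pin transfer.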
IP6K1 inh = blocks human inositol hexakisphosphate kinase 1. hit rate 0.81% among 140,000. AID 1645851. Q92551. IP6K1 kinase, ADP-Glo luminescence, 2 h; active compounds read low. activity change, % (series mostly up to about 58 µM); in the data active = activity change below about -25%
Target sequence (Q92551 whole entry, looked up): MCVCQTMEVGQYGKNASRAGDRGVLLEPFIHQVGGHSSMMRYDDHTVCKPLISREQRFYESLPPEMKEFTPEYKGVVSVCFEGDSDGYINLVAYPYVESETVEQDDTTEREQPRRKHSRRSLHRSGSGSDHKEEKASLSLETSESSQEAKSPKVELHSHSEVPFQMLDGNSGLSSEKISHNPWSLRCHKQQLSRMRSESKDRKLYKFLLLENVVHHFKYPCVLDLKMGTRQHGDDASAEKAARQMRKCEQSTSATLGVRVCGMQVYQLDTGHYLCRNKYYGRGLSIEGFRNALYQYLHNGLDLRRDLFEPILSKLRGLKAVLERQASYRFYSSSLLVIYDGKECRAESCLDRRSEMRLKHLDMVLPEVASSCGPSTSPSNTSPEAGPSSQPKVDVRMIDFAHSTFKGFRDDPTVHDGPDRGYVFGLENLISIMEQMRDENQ
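ADP-Glo luminescence measures ADP made by human IP6K1 during a 2 h RT reaction with ATP/IP6 (mix at 1.3 mM/130 uM); top library doses 57.5 and 19.1 uM final.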
Numbers without * were called inactive; i = inactive; ? = inconclusive; . = no result given; & = joins results of further samples; [ ] = another dose, or the depositor's remark. Unless noted, calls follow the shape of the dose curve; as a rule, active = well fitted curve in the direction sought with a large enough effect; inconclusive = small, poorly fitted or top-dose-only effect, or another doubt; inactive = no such curve, though single readings can be large; an effect the other way counts as inactive or inconclusive. Unless noted, % is scaled to controls: 0 for no effect and ±100 for the full control effect.

SMILES	HEK293 tox	Luciferase inh	SNCA expr inhib	HEK293 viab	GPT2 inh	3T3 cytotox	IP6K1 inh
CCc1cccc(C)c1NC(=O)CSc1nc(C)cc(C)c1C(=O)Nc1ccccc1	.	.	-22%	-10%	.	.	-7
O=C(NCC(F)(F)F)c1nc2sccn2c1-c1ccccc1	-20%[172 µM]	.	4%[87.6 µM]	4%[87.6 µM]	i	?	-3
O=C1CCC2(CCN1)CCN(C(=O)C1CCC1)CC2	11%	5%	-7%	0%	i	i	27
CN1Cc2ncnc(NCCc3ccccc3)c2CN(c2ccc(Cl)cc2)C1=O	?	-6%	-24%	-8%	i	?	-6
Cc1noc(C)c1-c1cc(-c2ccccc2Oc2ccccc2)cn2cncc12	79µM*	-3%[172 µM]	8%[87.6 µM]	-7%[87.6 µM]	-10%[88.5 µM]	?	-19
O=C(Nc1ccc(-c2nnc3n2CCCC3)cc1)c1ccsc1	15%	0%	64%[activator]	9%	i	-2%	2
COc1cccc(C(=O)NC2CCN(c3nccc(Nc4ccccc4Cl)n3)CC2)c1	?	.	?	?	-15%	35µM*	-1
CNC(=O)C(C)(C)N1CCC[C@H]1C(=O)N1CCC[C@@H]1COC	0%[172 µM]	-1%[172 µM]	10%[87.6 µM]	3%[87.6 µM]	3%[88.5 µM]	i	3
O=C(C1CCCCC(=O)N1Cc1ccccc1)N1CCCC1 (stereo unspecified)	-4%	-2%	3%	6%	i	-15%	0
Cc1cccn2c(=O)c(C(=O)NCCc3ccccc3)c(O)nc12	.	.	33%[activator]	-12%	.	.	37
CC1CCN(C(=O)CSc2nc(-c3ccc(F)cc3)cc(C(F)(F)F)n2)CC1	.	.	-13%	2%	.	.	3
COCc1cn(C[C@H]2C[C@@H](NC(=O)c3cccnc3)[C@H](O)[C@@H]2O)nn1	1%[172 µM]	-6%[172 µM]	-1%[87.6 µM]	1%[87.6 µM]	-1%[88.5 µM]	i	-1
COc1ccc(NC(=O)N2CCC3(CC2)CC(N(C(=O)NC(C)C)C2CC2)CCO3)cc1 (stereo unspecified)	1%	?	18%	2%	i	-24%	-8
COc1cccc(CC(=O)N2CCC(N3C(=O)C4(CCCCC4)C3c3ccncc3)CC2)c1 (stereo unspecified)	-17%	-1%	?	3%[12.5 µM]	-6%	-28%	-8
CCOc1ccc(C2Cn3nnc(-c4nc(C)no4)c3CO2)cc1 (stereo unspecified)	?	-8%	11%	-3%	-8%	-25%	-13
O=C1Nc2ccccc2CC12CCN(Cc1ccc(Cl)cc1)CC2	89µM*	.	19%	-15%	-15%	?	-3
CC1CC=C2C1CC1(O)C(=O)CC2(C)C1(C)CO (stereo unspecified)	.	.	.	12%	2%	.	-3
Cc1cnc(C(=O)NC2C[C@H]3CC[C@@H](C2)N3C(=O)Cc2c(C)noc2C)cn1 (stereo partly specified)	-4%	0%	6%	0%	i	3%	-5
O=C1CCc2cc(NC(=O)c3n[nH]c4ccccc34)ccc2N1	?	2.8µM*	70%[activator]	-6%	-1%	?	1
COCCC1(C(=O)O)CCCN(Cc2cn[nH]c2C2CCCCC2)C1 (stereo unspecified)	0%	-4%	-1%	9%	-22%	-8%	6
COc1ccc(CN2CC[C@@H]3CN(S(C)(=O)=O)[C@@H]3C2)cc1OC	i	-2%	?	4%[12.5 µM]	-16%	i	17
COCCOc1ccc2c(n1)CCN(C(=O)c1ccc(OC)nc1)C2	-1%	-10%	?	13%[12.5 µM]	i	2%	6
CC(C)CCN1CCC2(CC1)CN[S+](=O)([O-])c1cccnc1O2	i	.	-13%	-7%	i	i	6
CCCN(Cc1cccs1)C(=O)Nc1ccccc1C	.	.	-19%	16%	.	.	-6
COCCNC(=O)C1CCc2sc(C(=O)N(C)C)cc2C1 (stereo unspecified)	-3%	2%	5%	7%	-24%	i	8
O=C(c1cc(-c2cccs2)[nH]n1)N1CCc2c(nc(-c3ccccc3)[nH]c2=O)C1	?	?	20%	-2%	i	?	20
COCc1ccc2c(c1)c(OC(C)(C)C(=O)Nc1ccn(C)n1)nn2Cc1ccccc1	?	-12%[172 µM]	-11%[87.6 µM]	-5%[87.6 µM]	-16%[88.5 µM]	?	3
O=C1CN(S(=O)(=O)c2ccc(F)cc2)CC(O)CN1CCCc1ccccc1 (stereo unspecified)	?	.	.	.	.	-29%	3
O=C(NCCc1noc(-c2ccncc2)n1)C1CCCO1 (stereo unspecified)	-5%	0%	4%	-2%	-6%	-16%	58
CCO[C@H]1CN(C(=O)Cc2ccccc2OCc2ccccc2)C[C@@H]1O	?	4%	12%	0%	-1%	-13%	9
Cc1cc(CN2CCn3c(nnc3-c3cccnc3)C2)no1	1%	-1%[172 µM]	-2%[87.6 µM]	10%[87.6 µM]	-1%	i	-1&5
c1csc(CNC[C@H]2Cn3cc(-c4ccc5c(c4)OCCCO5)nc3CO2)n1	-11%[172 µM]	?	63%[activator][87.6 µM]	-5%[87.6 µM]	-16%[88.5 µM]	-8%[174 µM]	1
Cc1ccc(NC(=O)N2Cc3[nH]cnc3C[C@H]2c2nc(-c3ccc(Cl)cc3)no2)cc1	71µM*	40µM*	-7%[87.6 µM]	?	-11%[88.5 µM]	?	-2
O=C(C1CC1)N1CC(c2nnc(-c3ccncc3)o2)C2(CCOCC2)C1 (stereo unspecified)	-11%	-4%	?	-3%	i	-18%	8
COc1ccc(CNC(=O)C2CCN(C(=O)c3cnn(-c4ccccc4)c3-n3cccc3)CC2)cc1	.	.	?	-1%	.	.	-9
COc1ccc(C(=O)N2c3nc(-c4ccco4)nn3C3(CCCCC3)[C@@H]3CCCC[C@@H]32)cc1OC	.	.	?	?	.	.	-17
CCOc1ccc2nc(N3CCN(C(=O)c4ccco4)CC3)sc2c1	.	.	?	-2%	.	.	-3
CN(C)C(=O)c1n[nH]c2c1CN(C(=O)c1ccccc1C(F)(F)F)CC2	6%	-1%	25%	4%	-15%	-5%	22
CC1(CCOC2OC(CO)C(O)C(O)C2O)CCC23OC2(C1)C(O)CC1C(C)(C(=O)O)CCCC13C (stereo unspecified)	.	.	.	-17%[23.9 µM]	?	.	-1
COCCNC(=O)[C@H]1C[C@H](Oc2ccccc2)CN1C(=O)NCc1ccccc1	i	2%	-5%	8%	1%	-12%	32
O=C(NCC1CCOCC1)C1COc2ccccc2O1 (stereo unspecified)	6%	-1%	-20%	0%	3%	0%	-5
Cc1ccn2c(C(=O)N3CCC4(CC3)Nc3ccccc3NC4=O)nnc2n1	-12%	0%	-15%	-9%	?	-1%	7
N[C@@H](Cc1ccc(O)cc1)C(=O)N1CCc2c(nc(-c3cccnc3)[nH]c2=O)C1	?	0%	7%	3%	-24%	0%	3
COc1ccc(-c2[nH]ncc2CNC(=O)C2CC3(CCNCC3)CN2)cc1 (stereo unspecified)	i	-5%	14%	-13%	0%	i	-8
Cc1noc(C)c1[S+](=O)([O-])N1CCC2(COC(=O)N2Cc2ccccc2)C1 (stereo unspecified)	i	-10%[172 µM]	-7%[87.6 µM]	5%[87.6 µM]	4%[88.5 µM]	?	3
CC[C@H]1CN(S(=O)(=O)c2c(C)noc2C)CC[C@H]1CC(=O)O	2%[172 µM]	-1%[172 µM]	6%[87.6 µM]	3%[87.6 µM]	-3%[88.5 µM]	3%[174 µM]	-7
CNC(=O)[C@@H]1C[C@H](Oc2cccnc2)CN1C(=O)CC1CCCCC1	i	5%	-18%	-7%	3%	i	0
O=C(O)c1ccnc(-c2ccnc(NCCCN3CCCC3=O)n2)c1	i	?	-17%	-8%	i	-11%	17
O=C1NCCCCCCN(S(=O)(=O)c2cccc(F)c2)[C@H]2CCCC[C@@H]12	-22%	-1%	-8%	-7%	i	-23%	8
C=CCNC(=O)C(NC(=O)c1ccccc1)C1CCN(C(=O)c2ccccc2C)CC1 (stereo unspecified)	-17%	-11%	-3%	-4%	i	-6%	10

Copied from the results shown (6 entries):
SMILES	HEK293 tox	Luciferase inh	SNCA expr inhib	HEK293 viab	GPT2 inh	3T3 cytotox	IP6K1 inh
O=C(NCC1CCOCC1)C1COc2ccccc2O1 (stereo unspecified)	6%	-1%	-20%	0%	3%	0%	-5
Cc1ccn2c(C(=O)N3CCC4(CC3)Nc3ccccc3NC4=O)nnc2n1	-12%	0%	-15%	-9%	?	-1%	7
N[C@@H](Cc1ccc(O)cc1)C(=O)N1CCc2c(nc(-c3cccnc3)[nH]c2=O)C1	?	0%	7%	3%	-24%	0%	3
COc1ccc(-c2[nH]ncc2CNC(=O)C2CC3(CCNCC3)CN2)cc1 (stereo unspecified)	i	-5%	14%	-13%	0%	i	-8
Cc1noc(C)c1[S+](=O)([O-])N1CCC2(COC(=O)N2Cc2ccccc2)C1 (stereo unspecified)	i	-10%[172 µM]	-7%[87.6 µM]	5%[87.6 µM]	4%[88.5 µM]	?	3
CC[C@H]1CN(S(=O)(=O)c2c(C)noc2C)CC[C@H]1CC(=O)O	2%[172 µM]	-1%[172 µM]	6%[87.6 µM]	3%[87.6 µM]	-3%[88.5 µM]	3%[174 µM]	-7

(cont.)
SMILES	HEK293 tox	Luciferase inh	SNCA expr inhib	HEK293 viab	GPT2 inh	3T3 cytotox	IP6K1 inh
COc1ccc(OC)c(NC(=O)Cn2c(-c3ccccc3)nc(C)c(CCO)c2=O)c1	?	-5%	-25%	1%	5%	-22%	-3
COc1ccccc1C(=O)N1CCC(C(NC(=O)c2ccc(C)cc2)C(=O)N2CCCCC2)CC1 (stereo unspecified)	-24%	2%	?	-12%	i	-7%	5
O=C(NCC1Cn2cccc2C(=O)N1Cc1ccccc1)C1CCC1 (stereo unspecified)	2%	0%	3%	-5%	i	3%	-15
CCOC(=O)c1cc(-c2ccc(OC)cc2)n(CCC(=O)NCc2ccc(OC)cc2)c1C	.	.	-10%	-3%	.	.	12
CC(=O)N[C@@H]1CN(Cc2cc(=O)n3[nH]cnc3n2)C[C@H]1c1ccc(C)o1	-1%	13%	0%	2%	-1%	-5%	21
Cc1ccc(C(=O)N2CCCC2C(=O)Nc2cccc(-n3cccn3)c2)cn1 (stereo unspecified)	-2%	1%	16%	3%	3%	-9%	15
COCCN1CCCC2(CCN(C(=O)COc3cccc(C)c3C)C2)C1=O (stereo unspecified)	3%	11%	?	0%	-11%[11.5 µM]	-18%	1
Cc1noc(C)c1S(=O)(=O)N(C)Cc1cccc(C(F)(F)F)c1	?	-5%	0%	-2%	i	-19%	5
CC1CCCC[C@H]2C(=O)C=C[C@H](O)[C@@H]2CC(=O)O1 (stereo partly specified)	.	.	.	9.5µM*	4%	.	-2
CCN(CC)S(=O)(=O)c1ccc(NC(=O)c2ccc3c(=O)n4c(nc3c2)CCCCC4)cc1	.	.	?	-2%	.	.	-2
O=C(NCc1cccnc1)[C@@H]1C[C@@H](O)CN1C1CCN(C(=O)C2CCCC2)CC1	i	11%	6%	9%	i	i	-4
N#Cc1ccc(C(=O)N2C[C@@H]3C[C@H](C2)c2c(-c4ccc5ccccc5c4)ccc(=O)n2C3)cc1	i	-3%	0%	7%	i	-1%	-6

A portion of the library. The share of hits here may be higher or lower than overall.
